Assay outcomes: PubChem, several laboratories
DNMT1 inh – human DNMT1 methyltransferase inhibitors, primary screen, biochemical, molecular beacon, fluorescence, HinP1I cleavage, uHTS | DNA (cytosine-5)-methyltransferase 1 (Homo sapiens), P26358 | inhibition (reported as % activation of signal), % at 10 µM | 360,000 tested, 0.83% active | AID 588458, 2011; in the data active means inhibition above about 50%
MsrA inh – bovine MsrA enzyme inhibitors, primary screen, biochemical, absorbance, HTS | Methionine sulfoxide reductase A (Bos taurus) | purified bovine MsrA, absorbance read-out | inhibition, % at 15.5 µM | 360,000 tested, 0.75% active | AID 651718, 2012; in the data active means inhibition above about 4.5%;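 further: 0% = vehicle wells with enzyme and 100% = reference inhibitor wells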
CSN inh – inhibitors of CSN-mediated cullin deneddylation, primary screen, biochemical, fluorescence polarization, uHTS. COP9 signalosome complex subunit 5 (Homo sapiens), Q92905. Purified CSN, SCF-Nedd8-OG deneddylation. inhibition, % at 12.5 µM. 360,000 tested, 0.38% active. AID 651999, 2013;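 active means pattern-corrected inhibition above about 35%, with an unprinted fluorescence ratio check between 0.5 and 1.5, limit read from the data, passing the limit was not always enough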;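 further: 0% = enzyme with substrate and 100% = substrate without enzyme; some results filed as inactive read as strong as hits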
Target sequence (Q92905 whole entry, looked up, one chain of several): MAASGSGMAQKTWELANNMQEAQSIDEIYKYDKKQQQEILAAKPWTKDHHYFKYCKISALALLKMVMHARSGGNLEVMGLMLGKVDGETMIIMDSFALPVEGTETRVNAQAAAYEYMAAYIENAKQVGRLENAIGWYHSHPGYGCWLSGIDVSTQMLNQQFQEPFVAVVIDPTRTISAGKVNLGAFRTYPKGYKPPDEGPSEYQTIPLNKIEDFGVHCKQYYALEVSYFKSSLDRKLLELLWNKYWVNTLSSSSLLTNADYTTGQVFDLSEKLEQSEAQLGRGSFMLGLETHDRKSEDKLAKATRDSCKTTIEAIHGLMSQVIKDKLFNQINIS
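Assay system: HEK293T-derived human Csn5 enzyme; quantity: 0.24 nM enzyme; medium: Tris/NaCl/DTT buffer, pH 7.5; also added: substrate SCFSkp2-Nedd8OG, 10 nM; doses: 12.5 µM compound; schedule: 90 min reaction at room temperature; signal: FP; read-out: % inhibition of substrate cleavage by Csn5; benchmarks: substrate-only high control, full reaction low control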
LMPTP block – LMPTP phosphatase inhibitors, primary screen, biochemical, fluorescence intensity, uHTS | Low molecular weight phosphotyrosine protein phosphatase (Homo sapiens), P24666 | recombinant LMPTP-A, OMFP fluorogenic substrate | inhibition, % at 20 µM | 360,000 tested, 0.22% active;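 active means compounds that cut the enzyme signal by at least half of the control window in the single-dose screen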;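 further: plate controls were DMSO wells with enzyme plus substrate for no effect and substrate without enzyme for full effect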
Target sequence (P24666 whole entry, looked up): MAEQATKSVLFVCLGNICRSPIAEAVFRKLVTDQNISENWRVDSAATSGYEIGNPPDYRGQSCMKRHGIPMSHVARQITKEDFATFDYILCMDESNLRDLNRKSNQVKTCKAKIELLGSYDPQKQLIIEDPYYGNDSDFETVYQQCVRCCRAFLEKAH
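Test system – LMPTP-A phosphatase enzyme · Quantity – 0.625 nM LMPTP-A final · Reagent – OMFP substrate, 400 µM final · Dosing – one test concentration per compound, 20 µM, with 3% DMSO overall · Timing – 50 min enzyme reaction at room temperature, protected from light · Detection – fluorescence intensity · Controls – substrate-only low control, DMSO enzyme-plus-substrate high control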
Scp-1 inhibitor – Scp-1 phosphatase inhibitors, primary screen, biochemical, colorimetric, uHTS; Recombinant Scp1, phosphopeptide, malachite green phosphate absorbance; inhibition, % at 20 µM; 340,000 tested, 0.88% active;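 active means inhibition above about 50% at 20 µM, limit read from the data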;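 further: plate controls were DMSO wells with enzyme for no effect and wells lacking enzyme for full effect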
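Material – SCP-1 phosphatase catalytic domain, residues 76-261 · Buffer or medium – Acidic Tris acetate buffer with magnesium and detergent · Also added – Phospho 17-mer peptide substrate · Compound – single 20 µM dose, 1% DMSO · Times – 45 min room-temperature reaction, 5 min colour, 30 min stabiliser · Technique – Phosphate-binding colour reagent, absorbance read at 630 nm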
Rpn11 inh – Rpn11 (PSMD14) deubiquitinase inhibitors, primary screen, biochemical, fluorescence polarization, uHTS; human 26S proteasome, Ub4-pepOG fluorescence polarization; 20S core pre-blocked with epoxomicin; calls only at 20 µM; 360,000 tested, 0.59% active; AID 588493, 2011;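 active means inhibition at 20 µM, scaled to each plate's controls, above about 33%, limit read from the data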
Target sequence (O00487 whole entry, looked up): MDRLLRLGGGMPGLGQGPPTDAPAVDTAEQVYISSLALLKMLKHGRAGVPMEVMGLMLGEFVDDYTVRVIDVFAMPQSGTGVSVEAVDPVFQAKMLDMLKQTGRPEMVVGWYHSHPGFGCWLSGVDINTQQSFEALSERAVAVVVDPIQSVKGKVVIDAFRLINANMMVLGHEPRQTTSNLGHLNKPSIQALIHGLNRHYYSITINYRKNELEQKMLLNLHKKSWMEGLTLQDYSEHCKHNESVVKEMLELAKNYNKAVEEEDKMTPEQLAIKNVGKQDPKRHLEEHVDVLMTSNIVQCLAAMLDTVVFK
TbMetRS inhib – T. brucei MetRS inhibitors, primary screen, biochemical, luminescence. purified T. brucei MetRS, ATP depletion, Kinase-Glo luminescence. AID 624268, 2012. methionyl-tRNA synthetase (Trypanosoma brucei brucei). 360,000 tested, 0.4% active. inhibition, % at 11.9 µM;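 active means inhibition above a per-plate cutoff of the control wells' mean inhibition plus 3 SD, cut at about 5.5% in these data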;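 further: 0% = DMSO wells median and 100% = median of wells with control inhibitor compound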
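Dosing: 11.9 µM single point; system: parasite MetRS enzyme; technique: luminescence of leftover ATP; times: 15 min enzyme-compound preincubation, 2 h reaction, 10 min detection, 25 °C; replicates: each compound tested once; read-out basis: percent inhibition relative to median high and low control wells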
SUMO1-SIM PPI – modulators of SUMO1 protein-protein interactions, primary screen, biochemical, uHTS. 360,000 tested, 0.33% active. inhibition, % at 20 µM. Small ubiquitin-related modifier 1 (Homo sapiens), P63165. AID 602429, 2012. SUMO1 binding to a labelled peptide, TR-FRET, 1 h; in the data active means inhibition above about 37%
Target sequence (P63165 whole entry, looked up): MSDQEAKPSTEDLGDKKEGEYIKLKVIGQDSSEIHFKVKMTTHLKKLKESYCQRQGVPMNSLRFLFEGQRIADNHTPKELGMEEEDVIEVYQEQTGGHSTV
STEP block – STEP phosphatase inhibitors, primary screen, biochemical, fluorescence intensity, uHTS; 360,000 tested, 0.25% active; inhibition, % at 20 µM; AID 588621, 2011; Tyrosine-protein phosphatase non-receptor type 5 (Homo sapiens), P54829; recombinant STEP, OMFP fluorogenic substrate;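 active means inhibition at 20 µM, scaled per plate between control wells, above about 37%, limit read from the data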;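 further: 0% = DMSO with enzyme and substrate and 100% = substrate only without enzyme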
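medium = Bis-Tris buffer pH 6.0, 2.5 mM DTT, 0.005% Tween 20 | test system = STEP (striatal-enriched tyrosine phosphatase) enzyme, cell-free | measure = normalized % inhibition | compound dosing = 20 µM, 1% DMSO | also added = 25 µM OMFP | schedule = reaction 20 min, ambient temperature | measured by = fluorescence read at 480 nm ex / 540 nm em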
NadD block – inhibitors of S. aureus NadD, primary screen, biochemical, colorimetric, uHTS. Nicotinate-nucleotide adenylyltransferase NadD (Staphylococcus aureus N315). purified NadD enzyme, colorimetric absorbance read-out. inhibition, % at 20 µM. 360,000 tested, 0.78% active. AID 602399, 2012; in the data active means inhibition above about 26%; further: some compounds past the cut are filed as inactive
An asterisk follows results filed as active; i = inactive; / = no result given. An unsorted share of the library. About 3.9% of those tested had a hit in this group.

SMILES | DNMT1 inh | MsrA inh | CSN inh | LMPTP block | Scp-1 inhibitor | Rpn11 inh | TbMetRS inhib | SUMO1-SIM PPI | STEP block | NadD block
Cc1cc(Cl)ccc1C(=O)C1CCCN(C(=O)c2cccnc2C)C1 (centres undefined) | 3 | 0.5 | -2 | -1.1 | 3 | i | -0.7 | 3 | -2 | 4
CNC(=O)C1Cc2c(-c3ccc(Cl)cc3)ccnc2O1 (centres undefined) | 5 | -0.3 | 2 | -1.7 | / | i | 0.8 | 2 | 1 | -8
Cc1ccc(S(=O)(=O)Nc2ccc(NC(=O)Nc3ccc(F)cc3F)cc2)cc1 | -6 | -0.3 | 0 | -2.1 | -5 | i | 1.4 | -4 | -3 | -3
COc1ccc(C(C(=O)NC2CCCCC2)N(C(=O)c2sc(C)nc2C)c2ccc(OC)cc2)cc1 (centres undefined) | 11 | 0.0 | 0 | -0.8 | -5 | i | -0.4 | -2 | 0 | 6
Cc1nonc1NC(=O)N1CCCC1 | 2 | -0.5 | 5 | -2.2 | 0 | i | 0.5 | 2 | 1 | 0
O=C(CS(=O)(=O)Cc1ccccc1)Nc1ccc(S(=O)(=O)N2CCCCCC2)cc1 | -8 | -0.2 | 3 | 0.3 | -11 | i | -0.4 | 0 | -1 | 0
O=C(NCc1cccnc1)C1Cc2c(-c3ccc(Cl)cc3)ccnc2O1 (centres undefined) | 6 | -0.9 | 3 | -2.1 | / | i | -0.1 | 1 | -2 | -10
Cc1ccccc1-n1cnc2cc(NCc3cccs3)ccc21 | -6 | 0.5 | 5 | 1.4 | -4 | i | -0.8 | 1 | 1 | 5
Cc1cccc(NC(=O)c2oc3ccc(S(=O)(=O)N4CCOCC4)cc3c2C)c1C | 0 | 1.4 | 2 | 1.7 | -2 | i | -1.8 | 3 | 1 | -3
Cc1ccc(CN2CCC(N3CC(C)OC(C)C3)CC2)cc1 (centres undefined) | 0 | -0.4 | 4 | -4.1 | -4 | i | 0.1 | -5 | 0 | -6
COc1ccc(OC)c(C(c2nnnn2CCC(C)C)N2CCN(C(=O)c3ccco3)CC2)c1 (centres undefined) | 1 | 0.5 | -3 | -2.3 | -2 | i | -0.6 | -3 | 2 | 0
O=C(CSc1nnc(C23CC4CC(CC(C4)C2)C3)o1)Nc1ccc(N2CCOCC2)c(Cl)c1 | 0 | 0.9 | 0 | 0.9 | -4 | i | -0.2 | 6 | -2 | 0

Three of these compounds, reformatted.
Every second line gives: DNMT1 inh, MsrA inh, CSN inh, LMPTP block, Scp-1 inhibitor, Rpn11 inh, TbMetRS inhib, SUMO1-SIM PPI, STEP block, NadD block
- Cc1cccc(NC(=O)c2oc3ccc(S(=O)(=O)N4CCOCC4)cc3c2C)c1C
→ 0, 1.4, 2, 1.7, -2, i, -1.8, 3, 1, -3
- Cc1ccc(CN2CCC(N3CC(C)OC(C)C3)CC2)cc1 (centres undefined)
→ 0, -0.4, 4, -4.1, -4, i, 0.1, -5, 0, -6
- COc1ccc(OC)c(C(c2nnnn2CCC(C)C)N2CCN(C(=O)c3ccco3)CC2)c1 (centres undefined)
→ 1, 0.5, -3, -2.3, -2, i, -0.6, -3, 2, 0

Later entries
SMILES | DNMT1 inh | MsrA inh | CSN inh | LMPTP block | Scp-1 inhibitor | Rpn11 inh | TbMetRS inhib | SUMO1-SIM PPI | STEP block | NadD block
Cn1c(CNC(=O)CCNC(=O)c2ccc(Br)cc2)cc(=O)n(C)c1=O | 4 | -0.7 | -7 | -0.7 | 13 | i | -0.6 | 0 | -2 | -5
CCOc1cc(NS(=O)(=O)c2ccc(NC(C)=O)cc2)c(OCC)cc1NC(=O)c1cccs1 | 16 | 0.9 | 1 | 0.5 | -10 | i | -0.2 | 0 | 1 | 1
Cc1c(OCC(=O)N2CCC(C(N)=O)CC2)ccc2c3c(c(=O)oc12)CCC3 | 0 | 0.0 | -3 | 0.5 | 4 | i | 1.7 | 0 | 0 | 1
O=C(NC(=S)Nc1ccc(Cl)c(C(=O)O)c1)c1ccco1 | 1 | 0.1 | -1 | 0.6 | 1 | i | -0.5 | 3 | -2 | -1
COc1cc(OC)cc(-c2c(-c3cccs3)c3cc(Br)ccc3n2C)c1 | -2 | 1.2 | 4 | 0.8 | -9 | i | -0.1 | 2 | -3 | 12
Cc1cc(C)cc(Oc2nc3ccccn3c(=O)c2/C=C(\C#N)C(=O)NC2CCS(=O)(=O)C2)c1 (centres undefined) | 5 | -0.7 | 1 | -1.0 | 2 | i | -0.4 | -27 | 1 | -3
CCS(=O)(=O)N1CCC(NC(C)=O)(c2ccccc2)CC1 | 3 | -0.3 | -1 | -0.2 | -6 | i | -0.2 | 2 | -5 | 10
Cc1ccc(C(CNS(=O)(=O)c2cc(F)ccc2F)N2CCN(C)CC2)cc1 (centres undefined) | 3 | -0.6 | -5 | -1.3 | -3 | i | -0.4 | 3 | -1 | -5
Cc1cccc(NC(=S)NC(=O)C2CC2)c1 | 0 | / | 3 | 0.2 | / | i | -0.3 | -2 | 1 | -6
Cc1cc(C)n(CCNC(=O)C2CCC(=O)N(CCc3cccc(F)c3)C2)n1 (centres undefined) | -1 | 1.2 | 7 | -1.5 | -5 | i | -0.3 | -2 | 0 | -5
N#C/C(=C\c1ccccc1OCc1ccc(C(=O)O)cc1)c1ccccc1 | -3 | -0.3 | 3 | 0.0 | -5 | i | -0.2 | 1 | 1 | -3
COc1ccc(/C=N/n2c(-c3n[nH]c4c3CCC4)n[nH]c2=S)cc1OC | 2 | 2.2 | -2 | -0.9 | -3 | i | -0.2 | 1 | 0 | -2
COc1ccc(Cc2nc3ccccc3[nH]2)cc1OC | 0 | 0.6 | -7 | -0.4 | -1 | i | 1.4 | 1 | 2 | 4
O=S(=O)(c1ccc(Cl)cc1)N1CCN(C2CCCCCC2)CC1 | -1 | 0.6 | 4 | -1.4 | -5 | i | -0.4 | 1 | 4 | -3
O=C(OC1CCOC1=O)c1ccc2ccccc2n1 (centres undefined) | 0 | -0.7 | -3 | 1.0 | 9 | i | 0.1 | -8 | 4 | 1
COc1ccc(Cl)cc1NC(=O)CN(C)C1CCS(=O)(=O)C1 (centres undefined) | -3 | -1.0 | 5 | -0.6 | 2 | i | -0.4 | 7 | -2 | -1
CC12CCC(C(=O)N(CCCCN3CCN(Cc4ccccc4)CC3)C1=O)C2(C)C (centres undefined) | -4 | 0.7 | 2 | -1.4 | -4 | i | -0.6 | -6 | -3 | -7
COc1ccc(/C=N/NC(=O)Cn2cnc3c2c(=O)n(C)c(=O)n3C)c(OC)c1OC | 1 | -0.1 | 0 | -2.2 | -11 | i | -0.4 | 0 | 2 | -2
Cc1ccc(S(=O)(=O)NNC(=O)Cc2cccn2C)cc1 | 3 | 0.0 | 0 | -0.9 | -3 | i | -0.4 | 2 | 0 | -1
O=C(CCN1C(=O)c2ccc([N+](=O)[O-])cc2C1=O)Nc1nccs1 | 2 | 1.9 | -2 | -1.2 | -9 | i | -0.5 | -23 | -1 | 6
CC(C)Cc1nnc(NC(=O)Cc2ccccc2[N+](=O)[O-])s1 | 7 | 0.3 | 1 | -0.8 | -8 | i | 0.1 | -8 | 0 | -4
CCCCn1c(SCC(=O)N2CCc3ccccc32)nnc1-c1ccncc1 | -1 | 0.9 | -3 | -0.5 | 2 | i | -0.1 | -2 | 0 | 0
Cc1ccc(NC(=O)CCCSc2ccccc2)cc1S(=O)(=O)N1CCOCC1 | -2 | -0.2 | -2 | 1.3 | -14 | i | -0.1 | 2 | 3 | -16
CN1CCCC(C(=O)C(C#N)c2ccccc2)C1 (centres undefined) | 3 | 1.4 | -2 | 0.0 | -6 | i | -0.4 | -1 | 2 | 7

No new results follow: entries from further up.
SMILES | DNMT1 inh | MsrA inh | CSN inh | LMPTP block | Scp-1 inhibitor | Rpn11 inh | TbMetRS inhib | SUMO1-SIM PPI | STEP block | NadD block
Cc1ccc(NC(=O)CCCSc2ccccc2)cc1S(=O)(=O)N1CCOCC1 | -2 | -0.2 | -2 | 1.3 | -14 | i | -0.1 | 2 | 3 | -16
CN1CCCC(C(=O)C(C#N)c2ccccc2)C1 (centres undefined) | 3 | 1.4 | -2 | 0.0 | -6 | i | -0.4 | -1 | 2 | 7

Next part:
SMILES | DNMT1 inh | MsrA inh | CSN inh | LMPTP block | Scp-1 inhibitor | Rpn11 inh | TbMetRS inhib | SUMO1-SIM PPI | STEP block | NadD block
COc1cc(NC(=O)c2ccccc2)ccc1NC(=O)c1cc2ccccc2o1 | 25 | -0.1 | 3 | -1.2 | -5 | i | -0.3 | -9 | 0 | -3
NC(=O)c1cc2c(s1)-c1cc(Cl)ccc1SC2 | 2 | 1.6 | 0 | -0.3 | -16 | i | 4.2 | -23 | -5 | -2
Cc1ccc2[nH]c(=O)c(CN(CCO)Cc3nnnn3CCc3ccccc3)cc2c1 | -4 | -0.8 | 1 | 0.3 | -8 | i | 0.4 | 2 | 3 | 3
Cc1cc(OCC(=O)N(C(C)C)C(C)C)ccc1Cl | -1 | -0.6 | -8 | 0.4 | -12 | i | -0.1 | -1 | -4 | -1
Cc1ccc(C2=NS(=O)(=O)N(C)C(C(=O)N3CCCCC3)=C2)cc1 | -3 | 5.0* | 2 | -0.7 | -17 | i | -0.1 | -6 | 2 | -2
Cc1ccc2cc(CNC(C)C)c(=O)[nH]c2c1 | -5 | 1.4 | 3 | 1.1 | -13 | i | 0.8 | -2 | -2 | 11
O=C(NCc1cccnc1)C(C(=O)c1ccc(F)cc1)n1ccccc1=O (centres undefined) | 5 | -0.2 | -4 | -1.3 | 0 | i | 0.5 | 0 | -2 | 0
Cc1ccc2oc(-c3ccccc3)c(C(=O)O)c(=O)c2c1 | -6 | 0.6 | 5 | 2.3 | -5 | i | -0.3 | -4 | 1 | -4
